Screening results deposited in PubChem by several laboratories.
PMI inhibitors – inhibitors of human PMI, primary screen, biochemical, fluorescence intensity, coupled assay (AID 1209); purified PMI enzyme, coupled fluorescence intensity; higher % means a stronger effect; inhibition, % at 20 µM, or IC50 in µM where a hit was titrated; actives 0.42% (n = 190,000);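 also: plate controls were DMSO vehicle for no effect and wells lacking substrate for full effect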
P. falciparum M17LAP – P. falciparum M17LAP inhibitors, primary screen, biochemical, fluorogenic H-Leu-NHMec substrate, 1536-well (AID 1619); recombinant M17LAP, H-Leu-NHMec fluorogenic kinetic assay; higher % means a stronger effect; inhibition, % at 30 µM, or IC50 in µM where a hit was titrated; actives 0.38% (n = 220,000); Leucine aminopeptidase (Plasmodium falciparum (isolate 3D7));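 active = compound inhibiting the enzyme by more than half at any dose during confirmatory dose-response retesting; inconclusive = strong single-dose inhibitors picked by rank but not retested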;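 also: plate controls were full reaction with DMSO carrier for no effect and no enzyme background for full effect; strong numbers were not always called active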
Yfh1-depleted yeast – enhancers of respiration in Yfh1-depleted yeast, dose response, Friedreich's ataxia, plus single-dose screen (AID 1465); S. cerevisiae Yfh1-off respiration, WST-1 reduction, 72 h; higher fold induction means a stronger effect; fold induction at 50 µM; hits with a dose series show EC50 in µM; actives 0.074% (n = 220,000);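 active = fold induction of absorbance versus untreated yeast above a set limit, then at least 30% activation at any dose in follow-up; inconclusive = repeats straddling the limit, or above it without dose testing; inactive = fold induction below the set limit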;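 also: activators that raise dye reduction in frataxin-depleted yeast; strong numbers were not always called active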
M1AAP inhibition – P. falciparum M1AAP inhibitors, biochemical, fluorogenic H-Leu-NHMec substrate, 1536-well (AID 1445); Aminopeptidase N (Plasmodium falciparum (isolate 3D7)); recombinant M1AAP, H-Leu-NHMec fluorogenic kinetic assay; higher % means a stronger effect; one-dose inhibition, % at 30 µM; IC50 in µM for titrated hits; actives 0.42% (n = 220,000);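 active = primary inhibition above the hit cutoff, then over 50% inhibition at one or more dose response concentrations, cut at about 23% in these data, passing the limit was not always enough; inconclusive = conflicting primary data, or primary hits not chosen for dose response; inactive = low primary inhibition, or under 50% at every dose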;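 also: plate controls were DMSO full reaction for no effect and no enzyme background for full effect; strong numbers were not always called active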
LYP phosphatase – inhibitors of LYP phosphatase, biochemical, fluorescence intensity, uHTS (AID 1779); Tyrosine-protein phosphatase non-receptor type 22 (Homo sapiens); recombinant LYP phosphatase, fluorescence intensity; higher % means a stronger effect; inhibition, % at 11.5 µM; hits with a dose series show IC50 in µM; actives 0.054% (n = 290,000);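 also: plate controls were vehicle with enzyme for no effect and no enzyme for full effect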
WT yeast gro inh – growth inhibition of WT strain, primary screen, mitochondrial fusion inhibitor project, WT and mutant strains, chemical genetic; mitochondrial fusion phenotypic screen; inhibition, % at 10 µM; actives 2.1% (n = 190,000); AID 1362, 2008; in the data active = inhibition above about 58%; tested in S. cerevisiae
TNAP activators – human TNAP enzyme activators, primary screen, biochemical, luminescent, no phosphate acceptor, uHTS (AID 1001); one-dose activation fold at 20 µM; EC50 in µM for titrated hits; purified TNAP, luminescent activation assay, no phosphate acceptor; higher activation fold means a stronger effect; actives 0.03% (n = 200,000); in the data active = activation fold from about 3, or a potency from the dose series; inactive = the rest, 99 in 100 with activation fold below about 1.6; also: many of its hits are not listed in these tables
human PMI inhibitors – human PMI inhibitors, high substrate, primary screen, biochemical, fluorescence intensity, high mannose 6-phosphate (AID 1220). Mannose-6-phosphate isomerase (Homo sapiens). inhibition, % at 20 µM; hits with a dose series show IC50 in µM. recombinant PMI enzyme, coupled fluorescence intensity; higher % means a stronger effect. actives 0.66% (n = 190,000)
XIAP antagonists – XIAP antagonists, biochemical, IAP family, fluorescence polarization (AID 1018); E3 ubiquitin-protein ligase XIAP (Homo sapiens); XIAP BIR domain, fluorescence polarization peptide displacement; higher % means a stronger effect; one-dose displacement, % at 20 µM; IC50 in µM for titrated hits; actives 0.007% (n = 200,000); in the data active = displacement above about 50%; also: a part of the inactive calls stands beside numbers as strong as those of hits
WT yeast gro inh mutant strain – recorded beside WT yeast gro inh, whose call it bears; inhibition, %; mitochondrial fusion phenotypic screen, mutant strain inhibition
* marks the source's active call; other numbers are inactive results; i = inactive; u = inconclusive; x = not tested or not shown. Rule as the data show it, unless noted: active = inhibition above about 50%; inactive = the rest. Rows were taken by chance; overall some 3.7% were active at least once.

mol,PMI inhibitors,P. falciparum M17LAP,Yfh1-depleted yeast,M1AAP inhibition,LYP phosphatase,WT yeast gro inh,WT yeast gro inh mutant strain,TNAP activators,human PMI inhibitors,XIAP antagonists
c1ccc(Cn2nnc3c(N4CCN(Cc5ccc6c(c5)OCO6)CC4)ncnc32)cc1,9.1%,-2.6%,i,-1.4%,-9.1%,48.0,27.6,1,7.2%,1.7%
COCC(=O)Nc1cc([N+](=O)[O-])ccc1C,2.5%,-6.7%,i,-6.7%,-10.0%,-6.1,-13.8,1.1,3.1%,-5.8%
COc1ccc(CC(=O)N2CCc3ccccc32)cc1,9.0%,8.4%,i,-4.7%,-6.3%,-22.1,-16.5,1.1,10.3%,-11.2%
O=C(CN1C(=O)c2ccccc2C1=O)NCC1COc2ccccc2O1 (stereo not given),-1.1%,15.6µM*,i,0.6%,-2.2%,17.5,1.6,1,-1.7%,-0.5%
O=C(CSc1nnnn1C1CCCC1)Nc1ccc(F)cc1,-9.7%,0.2%,i,1.1%,-5.2%,6.4,-27.3,1,-8.6%,-4.1%
COC(OC)c1ccnc(-c2ccc(OC(=O)c3ccccc3)cc2)n1,-5.4%,-2.5%,i,7.7%,-6.0%,17.1,37.9,1,-4.1%,-7.3%
Cc1ccc(-c2nc3ccccc3s2)cc1S(=O)(=O)N1CCCC1,3.7%,4.9%,i,2.7%,0.0%,1.6,-4.6,1.1,3.5%,-9.4%
COc1ccc(NC(=O)C2C3CCC(C3)C2C(=O)O)cc1OC (stereo not given),15.7%,24.4%,i,5.0%,-2.6%,-13.8,-5.9,1.1,14.1%,-1.4%
CCOc1ccccc1NC(=O)C1CCC(CNc2c(N3CCOCC3)c(=O)c2=O)CC1 (stereo not given),1.4%,-1.7%,i,4.4%,-0.8%,2.0,-7.1,1.1,7.8%,-2.3%
COc1ccc(C2Nc3ccccc3C(=O)N2NC(C)=O)cc1OC (stereo not given),-3.9%,-55.6%,i,8.2%,-9.4%,-4.2,8.1,1.1,1.3%,-4.3%

mol,PMI inhibitors,P. falciparum M17LAP,Yfh1-depleted yeast,M1AAP inhibition,LYP phosphatase,WT yeast gro inh,WT yeast gro inh mutant strain,TNAP activators,human PMI inhibitors,XIAP antagonists
COc1ccc(S(=O)(=O)N2CCC(C(=O)Nc3cccc(C(C)=O)c3)CC2)cc1,1.7%,6.3%,i,1.5%,1.8%,-1.1,5.8,1,-3.4%,1.7%
Cc1cccc(OCCNC(=O)CSc2ccc(C(F)(F)F)cc2[N+](=O)[O-])c1,8.9%,-4.0%,i,4.3%,-6.4%,2.8,-13.7,1.2,-3.9%,0.4%
Cc1c(NC(=O)c2ccccc2N)cccc1C(=O)O,-6.0%,-2.0%,i,1.9%,-4.3%,5.2,8.8,1,1.4%,-1.8%
O=C1CNC(=S)N1c1nc(-c2ccccc2)cs1,2.2%,1.4%,i,0.4%,-4.1%,6.5,5.8,1,0.9%,-4.9%
COc1cccc(C(=O)Nc2nc(-c3ccc4c(c3)OCO4)cs2)c1,13.1%,-8.8%,i,-0.2%,-1.3%,46.2,39.4,1.1,11.0%,28.4%
COc1cc(-c2noc(CCCC(=O)NCc3ccco3)n2)cc(OC)c1OC,-10.1%,12.8%,i,4.2%,-5.2%,-10.5,2.6,1.1,-13.1%,-3.8%
Cn1c(=O)[nH]c(=O)c2c1nc(Sc1nc3ccccc3s1)n2Cc1ccccc1,5.7%,-2.9%,i,2.1%,-5.7%,6.5,-13.9,1.1,1.2%,-0.5%
Cc1ccc2c(C)nc(NC3=NCN(CCc4ccccc4)CN3)nc2c1,8.6%,x,x,x,-9.4%,x,x,1,9.0%,-3.7%
COc1cc(/C=C(/C#N)c2nc3ccccc3[nH]2)ccc1Oc1ncccc1[N+](=O)[O-],7.1%,6.3%,i,3.3%,7.3%,-1.3,2.8,1.1,11.5%,-9.3%
C=CCn1c(N)c(C(=O)OCCC)c2nc3ccccc3nc21,10.0%,-118.3%,i,22.9%,-15.5%,7.7,14.0,1.1,17.1%,-4.5%

mol,PMI inhibitors,P. falciparum M17LAP,Yfh1-depleted yeast,M1AAP inhibition,LYP phosphatase,WT yeast gro inh,WT yeast gro inh mutant strain,TNAP activators,human PMI inhibitors,XIAP antagonists
CC(C)NC(=O)CCNC(=O)c1ccc(F)cc1,x,-4.9%,i,-4.3%,x,-4.3,1.5,x,x,x
CCOC(=O)/C=c1\sc2n(c1=O)CCN=2,4.8%,-3.9%,i,-3.9%,-8.7%,-5.6,-4.1,1,6.7%,-1.3%
CCOC(=O)N1CCN(C(=O)C2CCN(S(=O)(=O)c3ccccc3)CC2)CC1,0.2%,1.9%,i,6.0%,-6.0%,-1.6,-16.7,1.1,-6.6%,-1.5%
CCCC(C(=O)NC1CCCC1)N(CC1CCCO1)C(=O)c1snc(C(N)=O)c1N (stereo not given),-3.3%,-12.9%,i,5.9%,4.1%,-5.2,8.4,1.1,-4.8%,-6.2%
Cc1ccc(C(=O)NNC(=O)CSc2nnc(-c3ccncc3)n2C)cc1,3.1%,-2.0%,i,4.1%,-5.4%,-33.2,-2.9,1,4.2%,-4.2%
COc1cc(C2C3=C(CCCC3=O)Nc3[nH]n(-c4ccccc4)c(=O)c32)ccc1O (stereo not given),-8.1%,21.7%,u,8.9%,-0.5%,14.1,12.7,1.1,7.9%,-2.6%
CCOC(=O)c1c(C)nc(C)c(C(=O)OCC)c1-c1cccnc1,x,7.4%,i,4.2%,-7.4%,x,x,x,x,x
CCn1c(SCC(=O)N2CCCC2)nc2ccccc21,0.5%,-1.6%,i,-1.6%,-5.2%,7.8,18.0,1.1,1.5%,-2.9%
CC1CCCN(CC(=O)Nc2cccc([N+](=O)[O-])c2)C1 (stereo not given),2.3%,11.8%,i,1.5%,-8.0%,4.7,8.1,0.9,-1.0%,-9.2%
COC(=O)/C(C(C)=O)=C(\C=C\N(C)C)N(C)C,1.0%,26.9%,i,7.5%,-0.5%,7.3,3.9,1.2,-0.8%,-0.9%

mol,PMI inhibitors,P. falciparum M17LAP,Yfh1-depleted yeast,M1AAP inhibition,LYP phosphatase,WT yeast gro inh,WT yeast gro inh mutant strain,TNAP activators,human PMI inhibitors,XIAP antagonists
O=C(CCCn1nnc(-c2cccnc2)n1)c1ccc(F)cc1,-13.4%,6.3%,i,-0.3%,-10.3%,-10.9,13.5,1.2,-8.4%,-7.7%
Cc1cc(C(=O)COC(=O)CN(C)S(=O)(=O)c2ccc(Cl)cc2)c(C)n1Cc1cccs1,15.1%,10.1%,i,2.0%,3.5%,0.4,1.0,1.1,11.8%,-2.2%
O=C(CN1CCN(Cc2ccc(Cl)cc2)CC1)N/N=C/c1cccs1,x,2.1%,i,0.9%,-4.2%,x,x,x,x,x
O=S(=O)(c1ccccc1Br)N1CCC(O)(c2cccnc2)CC1,2.4%,x,i,x,-4.5%,15.8,7.9,1.1,-2.9%,-2.6%
CCC(C)NC(=O)C1CCC(=O)N(c2cc(OC)c(OC)c(OC)c2)C1c1ccc(OC)cc1 (stereo not given),-7.1%,-0.4%,i,7.7%,-7.5%,-14.7,-4.5,1.1,-1.1%,0.2%
CC1=NNC(=O)C1CC(=O)N/N=C(\C)c1cccs1 (stereo not given),-0.4%,3.56µM*,i,3.7%,-0.2%,-8.6,0.1,1.1,3.3%,-5.4%
O=Cc1ccc(N2CCCCC2)cc1,6.8%,33.0%,i,9.2%,-6.4%,-12.1,-12.2,1.1,48.6%,-6.5%
COc1cc(OC)cc(C(=O)Nc2nnc(-c3cccnc3)o2)c1,-13.0%,-2.7%,i,-2.0%,-2.7%,22.0,18.0,1.8,-9.6%,-3.7%
Cc1nn(CC(=O)N(C)Cc2ccc(F)cc2)c(C)c1[N+](=O)[O-],1.5%,-1.0%,i,-5.2%,-7.7%,-13.9,-1.5,1.1,-1.9%,-6.7%
O=C(NN1C(=O)C2CC=C(Cl)CC2C1=O)c1ccncc1 (stereo not given),-3.3%,9.1%,i,-5.9%,-6.1%,-1.4,-2.9,1,-2.6%,-3.2%

3 compounds already listed, arranged by the value under PMI inhibitors, descending.
compound | PMI inhibitors
Cc1nn(CC(=O)N(C)Cc2ccc(F)cc2)c(C)c1[N+](=O)[O-] | 1.5%
COc1cc(OC)cc(C(=O)Nc2nnc(-c3cccnc3)o2)c1 | -13.0%
O=C(CCCn1nnc(-c2cccnc2)n1)c1ccc(F)cc1 | -13.4%

More compounds:
mol,PMI inhibitors,P. falciparum M17LAP,Yfh1-depleted yeast,M1AAP inhibition,LYP phosphatase,WT yeast gro inh,WT yeast gro inh mutant strain,TNAP activators,human PMI inhibitors,XIAP antagonists
Cc1nc(CNC(=O)c2cc(COc3c(F)cccc3F)on2)cs1,x,-7.6%,i,-2.8%,-5.9%,x,x,x,x,x
CC1CCCCC1NC(=O)c1ccc(CNc2c(N3CCCC3)c(=O)c2=O)cc1 (stereo not given),14.0%,-104.0%,i,8.0%,-1.0%,3.9,2.8,1.1,18.5%,13.1%
CC1Oc2ccccc2C=C1/C=N\NC(=O)c1cccnc1 (stereo not given),x,22.1%,i,6.4%,-7.5%,x,x,x,x,x
CCOCC(=O)Nc1ccc([N+](=O)[O-])cc1Cl,-6.3%,-3.2%,i,7.5%,-1.4%,-7.3,7.2,1.1,-5.0%,-3.6%
CC(=O)/C(=C/c1ccccc1)C(=O)Nc1ccccc1C,-7.0%,-4.2%,i,5.7%,-4.9%,46.2,23.3,1.1,-3.5%,-4.5%
CCCCc1nc2ccccc2c(=O)n1NC(=O)c1c(O)c2ccccc2n(C)c1=O,x,8.1%,i,-4.5%,4.2%,26.7,5.5,1,x,3.4%
O=C(CSc1nnc(Cn2nnc(-c3ccccc3)n2)n1-c1ccccc1)Nc1ccc(F)cc1,6.1%,12.7%,i,0.0%,1.5%,20.0,-3.5,1.1,-0.4%,-8.8%
COc1ccc(-c2ncn(CCC#N)c2[N+](=O)[O-])cc1,-27.6%,-9.8%,i,13.3%,-0.9%,-0.1,-8.3,1.1,-11.3%,-9.4%
CCCCCCOC(=O)/C=C/c1c(C)[nH]c(=O)[nH]c1=O,17.5%,-7.6%,i,1.9%,-6.0%,0.9,-3.7,1,16.7%,1.3%
C=CCn1c(C)cc(-c2csc(NC)n2)c1C,-66.2%,3.6%,i,3.6%,2.2%,17.4,11.4,1,-44.8%,-5.8%
COc1ccc(CNC(=O)CNS(=O)(=O)c2ccc(Cl)cc2)cc1,-8.1%,1.4%,i,3.1%,1.6%,-4.2,-24.5,1.1,-4.4%,-6.7%
CCOc1ccc(NC(=O)C2CC(=O)N(CC)C(=Nc3ccc4c(c3)OCO4)S2)cc1 (stereo not given),9.0%,-0.8%,i,0.4%,6.6%,15.8,18.7,1.1,2.0%,0.4%
COc1ccc(CCNC(=O)c2cc(-c3ccc(C)cc3O)n[nH]2)cc1OC,7.7%,8.9%,i,2.0%,3.0%,17.7,-3.8,1.6,5.2%,-10.5%
